Screening results deposited in PubChem by Southern Research Specialized Biocontainment Screening Center.
VEEV TC-83 Vero = inhibitors of VEEV TC-83 cytopathic effect, confirmation, Vero cells (AID 588727). hit rate 0.13% among 350,000. one-dose inhibition, % at 20 µM; IC50 in µM for titrated hits. Vero cells, VEEV TC-83 cytopathic effect inhibition; higher % means a stronger effect; in the data active = a potency from the dose series; inconclusive = inhibition mostly from about 14% at the one dose, without a potency; inactive = the rest, 99 in 100 with inhibition below about 12%; also: strong numbers were not always called active
M. tuberculosis = growth inhibition of non-replicating M. tuberculosis (AID 488890); Mycobacterium tuberculosis non-replicating, growth inhibition; higher % means a stronger effect; hit rate 0.39% among 320,000; inhibition, % at 25 µM; hits with a dose series show IC50 in µM; in the data active = a potency from the dose series; inconclusive = inhibition mostly from about 82% at the one dose, without a potency; inactive = the rest, 99 in 100 with inhibition below about 76%;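 also: plate controls were DMSO cells for no effect and high antibiotic wells for full effect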
H37Rv inhibition = M. tuberculosis growth inhibition, HTS (AID 449762) | M. tuberculosis H37Rv growth inhibition, 7H9 media; higher % means a stronger effect | inhibition, % at 25 µM; hits with a dose series show IC50 in µM | hit rate 0.59% among 330,000; in the data active = a potency from the dose series; inconclusive = inhibition above about 70% without an active follow-up result;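 also: bacterial growth assessed after seven days of incubation; strong numbers were not always called active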
PhoP GFP inhibition = Inhibition of PhoP regulon, Salmonella typhi GFP reporter cells, confirmation, 4 h (AID 1850) | Salmonella Typhi PhoP-promoter GFP reporter, fluorescence, 4 h; higher % means a stronger effect | one-dose inhibition, % at 50 µM; IC50 in µM for titrated hits | hit rate 0.33% among 310,000; in the data active = a potency from the dose series; inconclusive = inhibition mostly from about 25% at the one dose, without a potency; inactive = the rest, 99 in 100 with inhibition below about 19%;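 also: 0% = induced wells with vehicle and 100% = uninduced wells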
H1N1 NS1A inhibition = H1N1 influenza NS1A inhibitors, functional cell based assay (AID 504329); NS1A functional cell-based assay, percent inhibition; higher % means a stronger effect; one-dose inhibition, % at 12.5 µM; IC50 in µM for titrated hits; hit rate 0.3% among 340,000; in the data active = a potency from the dose series; inconclusive = inhibition above about 27% without an active follow-up result; also: strong numbers were not always called active
VEEV TC-83 Vero 10K pilot screen = further read-out of VEEV TC-83 Vero, marked with its call; inhibition, %; measured here: 10K pilot screen inhibition
Starred values were filed as active, the others as inactive; i = inactive; u = inconclusive; x = not tested or not shown.

SMILES	VEEV TC-83 Vero	M. tuberculosis	H37Rv inhibition	PhoP GFP inhibition	H1N1 NS1A inhibition	others
O=C(c1ccccc1NS(=O)(=O)c1cccc(C(F)(F)F)c1)N1CCc2ccccc21	2.6%	-4%	-5%	-4%	-6%
Cc1ccc2[nH]c(=O)c(-c3noc(CC(C)C)n3)cc2c1	2.6%	34%	3%	0%	10%
CNCc1ccc(OCc2ccccc2)c(OC)c1	0.6%	13%	-1%	-2%	-2%
N#Cc1nc(COc2ccccc2)oc1N1CCCC1	4.5%	-7%	0%	-6%	11%
CCC(=O)NC1(C(F)(F)F)C(=O)Nc2c1c(=O)n(C)c(=O)n2C (stereo not given)	1.5%	-7%	-10%	3%	-8%
COCCn1cc(C(=O)c2ccccc2OCC(=O)Nc2cc(C)on2)cc(C#N)c1=O	0.8%	3%	-3%	-7%	1%	VEEV TC-83 Vero 10K pilot screen=0.5
CCOC(=O)C(Cc1ccccc1)NC(=O)CCC(=O)c1ccc(OC)cc1 (stereo not given)	i	23%	-4%	-7%	-11%
C/C(=N/NC(=O)c1cccs1)c1ccco1	1.9%	13%	-27%	-6%	-5%
O=C(N/N=C/c1ccc(OCC(=O)N2CCCCC2)cc1)c1ccccc1O	0.8%	18%	-4%	-9%	-2%
CC1=C(C(=O)OC(C)C)C(c2ccc(N(C)C)cc2)C2=C(CC(C)(C)CC2=O)N1 (stereo not given)	4.9%	42%	-3%	-7%	-5%
C/C(CC(=O)Nc1cc(C)ccn1)=N\NC(=O)c1ccncc1	0.3%	56%	u	4%	-11%
CCOC(=O)c1sc(NC(=S)NC(=O)c2ccc(OC)cc2)nc1C	i	-22%	4%	-2%	-1%
CCC(=O)Nc1nnc(-c2ccccn2)o1	i	-7%	-4%	-10%	-11%
Cc1nnc(NNS(=O)(=O)c2ccc(Cl)cc2)[nH]c1=O	1.3%	-13%	-4%	-17%	3%
Cc1ccc(NC(=O)CCC(=O)NNC(=O)COc2cccc3ccccc23)c(C)c1	0.2%	-10%	-3%	1%	-4%
CCCCNC(=O)CCC(=O)NNc1nc2ccccc2c2nc(-c3ccccc3)nn12	7.1%	51%	-6%	-6%	-6%
CCCN=C1N(C)C[C@@H]2[C@@H]3C(=O)N(Cc4ccccc4)C(=O)[C@@H]3[C@](CC)(C(=O)OC)N12	0.7%	x	x	x	0%
C=CCNc1nc(C(=O)OCC(=O)Nc2cccc(SC)c2)cs1	0.8%	x	x	x	0%
CCOc1cc(-c2cc(-c3ccc(OC)cc3)nc(N)c2C#N)ccc1O	4.4%	15%	4%	-14%	-4%
COc1ccc(C(=O)NCc2ccccc2CN2CCCC2)cc1S(=O)(=O)N1CCOCC1	0.8%	x	x	x	-13%
CN(C)c1ccc(CNCc2cccnc2)cc1	i	-3%	4%	-17%	x
COc1ccc(NC(=O)CSc2nc3[nH]c(=O)[nH]c(=O)c3s2)cc1OC	i	-12%	2%	-3%	8%
COc1cc(CN(C)Cc2cccc3ccccc23)cc([N+](=O)[O-])c1O	i	43%	-4%	-4%	-3%
O=C(NCC(=O)N(c1ccccc1)C(C(=O)NC1CCCC1)c1ccncc1)c1cccs1 (stereo not given)	i	1%	6%	4%	4%
CCC(c1ccccc1)c1nnc(NC(=O)c2ccco2)s1 (stereo not given)	1.5%	-4%	-3%	-7%	x
O=C(NCC1CCN(Cc2cccc(Cl)c2)CC1)C1CCCN(c2ncnc3c2nc2n3CCCCC2)C1 (stereo not given)	5.5%	47%	8%	2%	4%
O=C(NCc1ccc(F)cc1)c1cccc2c1C(=O)c1ccc(N3CCC(Cc4ccccc4)CC3)cc1S2(=O)=O	i	29%	1%	x	5%
O=[N+]([O-])c1ccc(NC(=S)NCCc2ccccc2)cc1	i	u	51%	-4%	-8%
O=c1cnn(-c2ccc(Cl)cc2Cl)c(-c2ccccc2)c1	3.3%	13%	13%	-10%	-8%
O=C(COC(=O)c1ccc([N+](=O)[O-])s1)Nc1cccc(S(=O)(=O)NC2=NCCCCC2)c1	1.4%	79%	-3%	14%	8%

Grouped by structure: those above containing fluorine
SMILES	VEEV TC-83 Vero	M. tuberculosis	H37Rv inhibition	PhoP GFP inhibition	H1N1 NS1A inhibition	others
O=C(c1ccccc1NS(=O)(=O)c1cccc(C(F)(F)F)c1)N1CCc2ccccc21	2.6%	-4%	-5%	-4%	-6%
CCC(=O)NC1(C(F)(F)F)C(=O)Nc2c1c(=O)n(C)c(=O)n2C (stereo not given)	1.5%	-7%	-10%	3%	-8%
O=C(NCc1ccc(F)cc1)c1cccc2c1C(=O)c1ccc(N3CCC(Cc4ccccc4)CC3)cc1S2(=O)=O	i	29%	1%	x	5%

New compounds follow:
SMILES	VEEV TC-83 Vero	M. tuberculosis	H37Rv inhibition	PhoP GFP inhibition	H1N1 NS1A inhibition	others
CN(Cc1cn(C)nc1-c1ccccc1F)C1CCOC1 (stereo not given)	1.3%	11%	2%	-19%	-2%
Cc1ccc(CSc2nnc([C@@H]3CCCN3C(=O)OC(C)(C)C)o2)cc1	i	30%	7%	6%	-10%
COc1ccc(CCNC(=O)c2cccc(S(=O)(=O)N3CCCC3)c2)cc1OC	i	8%	-1%	x	-16%
CCCC(=O)N1CCN(c2ccc(NC(=O)c3ccc(OCC)c([N+](=O)[O-])c3)cc2)CC1	1.3%	-4%	0%	-8%	4%
CCOC(=O)c1c(NC(=O)CSC(=S)N2CCOCC2)sc(C)c1C	0.3%	-21%	4%	-2%	6%
Cc1cccc2c1nc(-c1ccccc1)n1cnnc21	6.1%	46%	-11%	5%	10%
COc1ccc(C(=O)C2CCCN(Cc3cccn3-c3cccnc3)C2)cc1OC (stereo not given)	0.9%	-4%	-4%	-1%	-28%
OCC1OC(n2nc3ccccc3n2)C(O)C(O)C1O (stereo not given)	4.0%	-6%	6%	-4%	-4%
CCc1cc2ccc(C)cc2nc1SCC(=O)c1ccc(NC(C)=O)cc1	2.1%	x	-7%	-2%	-6%
COc1cccc(/C=N/NC(=O)C(=O)NCc2cccnc2)c1OC	2.1%	-3%	7%	-18%	-5%
COc1ccc(/C=N\NC(=O)C2=NNC(=O)C2C)cc1 (stereo not given)	1.0%	-14%	-6%	-9%	3%
N#Cc1cn(CCOC(=O)c2cccc(C(F)(F)F)c2)c(=O)[nH]c1=O	i	3%	-1%	-7%	9%
COc1c2c(cc3c1OCO3)CC[N+](C)=C2	0.6%	2%	-3%	3%	-8%
CC(C)CC(=O)N1CCN(C(=O)c2ccco2)CC1	2.0%	-4%	-5%	-4%	-15%
COc1ccc(/C=N/OC(=O)Nc2ccccc2)cc1[N+](=O)[O-]	0.2%	-16%	1%	-4%	-9%
COc1ccc2c(c1)c(/C=N/Nc1ccc(C(=O)O)cc1)c(C)n2C	4.1%	-1%	-6%	4%	17%
O=C(Nc1ccc(-c2nc3ccccc3o2)cc1)c1ccc(N2C(=O)C3C4C=CC(C4)C3C2=O)cc1 (stereo not given)	i	2%	-1%	-8%	4%
COc1cccc(NC(=O)CSc2ccc3nnc(-c4ccccn4)n3n2)c1	8.9%	10%	-11%	-4%	-8%
CNC(=O)/C(C#N)=C/c1cc(C)n(-c2ccc(N3CCOCC3)cc2)c1C	2.0%	-2%	3%	-10%	4%
O=c1c(-c2nc3ccccc3s2)cccn1Cc1ccccc1	i	4%	-1%	5%	-44%	VEEV TC-83 Vero 10K pilot screen=4.9
O=C(N/C(=C\c1ccc([N+](=O)[O-])cc1)C(=O)N1CCOCC1)c1ccccc1	1.8%	-8%	1%	0%	3%
CCCC1(C(=O)OCC)NC(c2ccc(OC)cc2OC)C2C(=O)N(c3ccccc3)C(=O)C21 (stereo not given)	0.5%	24%	7%	1%	-3%
Cc1ccc(C(=O)Nn2cnnc2)cc1S(=O)(=O)N1CCOCC1	0.7%	-9%	-6%	-14%	3%
CCOc1ccc(NC(=O)C2CCC(CNc3c(N4CCC(C)CC4)c(=O)c3=O)CC2)cc1 (stereo not given)	0.2%	-14%	7%	-4%	9%
CCNC(=S)Nc1ccc2ncoc2c1	i	17%	-2%	-1%	-4%
CCOC(=O)CSc1nnc(Cc2ccccc2)n1-c1cccc(Cl)c1	4.7%	-1%	-3%	-6%	-10%
COc1ccc(Nc2nc3c(C)cccn3c(=O)c2C=NCc2ccccc2)cc1	0.3%	79%	4%	-2%	-14%
CCOC(=O)Nc1ccc(Oc2ccccc2)cc1	i	67%	u	5%	-3%
CC(=O)c1ccc(OCc2cc([N+](=O)[O-])cc3c2OCOC3)cc1	3.1%	-5%	-7%	-6%	-4%
Brc1ccc(CSc2ccc(-c3ccco3)nn2)cc1	0.7%	40%	5%	2%	0%

4 structures already listed, sorted by SMILES length, largest number first:
SMILES	VEEV TC-83 Vero	M. tuberculosis	H37Rv inhibition	PhoP GFP inhibition	H1N1 NS1A inhibition	others
CNC(=O)/C(C#N)=C/c1cc(C)n(-c2ccc(N3CCOCC3)cc2)c1C	2.0%	-2%	3%	-10%	4%
COc1ccc(Nc2nc3c(C)cccn3c(=O)c2C=NCc2ccccc2)cc1	0.3%	79%	4%	-2%	-14%
COc1ccc2c(c1)c(/C=N/Nc1ccc(C(=O)O)cc1)c(C)n2C	4.1%	-1%	-6%	4%	17%
CCOC(=O)Nc1ccc(Oc2ccccc2)cc1	i	67%	u	5%	-3%

The results go on.
SMILES	VEEV TC-83 Vero	M. tuberculosis	H37Rv inhibition	PhoP GFP inhibition	H1N1 NS1A inhibition	others
CCN(CC)CCCNc1nc2ccccc2[nH]1	1.4%	x	-1%	-9%	0%
Cc1ccccc1-n1nnnc1SC(C)C(=O)Nc1ccc(N2CCN(C)CC2)cc1 (stereo not given)	1.4%	2%	-2%	11%	-2%
COc1ccc(NC(=O)Nc2ccc3c(c2)OCO3)c(C)c1	0.6%	2%	4%	16%	15%
CCCCCNC(=O)CCc1ccccc1	1.3%	77%	4%	7%	5%
C=CCOc1ccc(CN(C)C(=O)c2ccc(CNS(=O)(=O)c3ccc(C)c(C)c3)cc2)cc1	i	37%	-6%	x	-8%
CCOC(=O)c1ccc(NC(=O)c2nccnc2C(=O)O)cc1	0.7%	-11%	-9%	x	-7%
Cc1nnc(SCC(=O)Nc2c(Cl)cccc2Cl)n(N)c1=O	0.8%	-8%	2%	-3%	0%
Cc1ccc(CNC(=O)c2cn(C)c3ccc(S(=O)(=O)N4CCOCC4)cc3c2=O)cc1	1.9%	13%	41%	6%	-5%
Clc1ccccc1-c1ncc2ccccn12	i	18%	0%	18%	-8%
NC(=O)Cn1c(=O)n(CCCC(=O)NC2CCN(Cc3ccccc3)CC2)c(=O)c2ccccc21	1.8%	0%	-6%	-3%	0%
CCOc1ccc(S(=O)(=O)NCCCn2ccnc2)cc1	i	9%	3%	-2%	-4%
CCn1nnnc1SCC(=O)Nc1ccc(OC)cc1	2.4%	6%	-4%	4%	-1%
O=C(NNC(=O)c1ccc(F)c(S(=O)(=O)N2CCOCC2)c1)c1ccc([N+](=O)[O-])cc1	0.2%	-10%	5%	x	3%
CCN(CC)S(=O)(=O)c1cc(NC(=O)C2CSC3(C)CCC(=O)N23)ccc1C (stereo not given)	1.9%	12%	-11%	x	0%
Cc1ccc(O)c(C(=O)c2cc(C#N)c(=O)n(CC3CCCO3)c2)c1 (stereo not given)	11%	-1%	-10%	-4%	-8%
CC(=O)CCc1oc2ccc(C)cc2c1Cc1ccccc1	2.2%	21%	12%	-13%	-5%
CN(C)c1nc(SCCOC(=O)c2ccccc2)nc(N(C)C)n1	1.4%	55%	7%	-7%	-4%
O=C(COC(=O)c1ccccc1NC(=O)c1ccco1)NC1CCCCC1	6.1%	22%	7%	16%	-3%
CCCc1cc2c(=O)n(NC(=O)c3nn(C)cc3[N+](=O)[O-])c(C)nc2s1	0.5%	6%	5%	5%	-5%
COc1ccc(OCCCCN2CCC(C)CC2)cc1	0.6%	-1%	-7%	5%	4%
COC(=O)c1sc(SC)c(S(=O)(=O)C(C)C)c1N/N=C(\C#N)C(=O)c1ccccc1	1.5%	-3%	-8%	1%	5%
O=C(CCn1c(=O)oc2ccccc21)NCCN1CCOCC1	i	-11%	-2%	3%	26%
O=C(c1ccco1)N1CCN(C(=O)c2cc3c(s2)-c2ccccc2OC3)CC1	0.9%	x	-3%	-9%	-3%
COc1cc(/C=C/C(=O)OCC(=O)N2CCCC2)cc(OC)c1OC	1.8%	-4%	7%	x	0%
COCC1CCN(Cc2cn[nH]c2-c2ccc(OC)cc2F)C1 (stereo not given)	1.1%	21%	4%	-5%	14%	VEEV TC-83 Vero 10K pilot screen=0.1
Cc1cccc(N2CCN(C(=O)Cn3c(=O)[nH]c4ccsc4c3=O)CC2C)c1 (stereo not given)	6.7%	5%	2%	1%	-7%
CC(=O)C1C(c2ccc(C)cc2)c2c(noc2C)CC1(C)O (stereo not given)	i	6%	-3%	1%	-7%

An unsorted share of the library; overall some 1.5% were active at least once.
